Screening results deposited in PubChem by several laboratories.
M5 ag: CHRM5 agonism in calcium assay; CHO-K1 hM5 cells, Fluo-8 calcium fluorescence; 0% DMSO wells, 100% maximal acetylcholine response; activation, % at 3 µM; actives 0.19% (n = 360,000); AID 624037;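 active = activation above the run's mean over test compounds plus 3 SD, cut at about 23% in these data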;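 note: signal is peak over basal fluorescence ratio across the kinetic read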
Target sequence (P08912 whole entry, looked up): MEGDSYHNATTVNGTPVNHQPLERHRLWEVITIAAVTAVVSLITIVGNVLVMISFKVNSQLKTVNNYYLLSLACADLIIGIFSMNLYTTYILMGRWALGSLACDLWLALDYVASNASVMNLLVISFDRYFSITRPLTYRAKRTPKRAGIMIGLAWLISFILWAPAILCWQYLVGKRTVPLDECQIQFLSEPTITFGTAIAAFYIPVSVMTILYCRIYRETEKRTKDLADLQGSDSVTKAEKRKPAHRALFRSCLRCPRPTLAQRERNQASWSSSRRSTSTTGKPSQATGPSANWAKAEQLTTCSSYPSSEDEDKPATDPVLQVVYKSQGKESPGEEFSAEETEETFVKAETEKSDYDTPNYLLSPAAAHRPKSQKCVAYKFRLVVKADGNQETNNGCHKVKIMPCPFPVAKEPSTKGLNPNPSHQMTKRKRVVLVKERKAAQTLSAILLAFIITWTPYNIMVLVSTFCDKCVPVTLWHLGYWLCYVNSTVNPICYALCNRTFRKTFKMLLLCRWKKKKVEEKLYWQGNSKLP
M5 PAM: potentiates acetylcholine response at human M5 receptor | CHO-K1 hM5, Fluo-8 calcium, ACh EC20 PAM; 0% = ACh EC20, 100% = ACh EC100 | activation, % at 3 µM | actives 0.3% (n = 360,000) | AID 624038;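 active = activation above the run cutoff, the mean activation of all test compounds plus 3 SD, cut at about 18% in these data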
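system = human M5 receptor in CHO-K1 cells | compound = one concentration, 3 µM final (nominal) | schedule = Post-acetylcholine fluorescence recording 140 s | signal = Fluo-8 calcium dye fluorescence, kinetic read | benchmarks = low control EC20 acetylcholine (0%), high control EC100 acetylcholine (100%) | repeats = singlicate, one well per test compound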
CRFR2-BP antag: CRF-BP/CRF-R2 complex antagonism; inhibition, % at 11.8 µM; HEK293 CRF-R2/CRF-BP, CRF-induced calcium fluorescence; actives 0.59% (n = 350,000);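 active = inhibition of the ligand-induced calcium signal above about 50% at the single tested concentration, limit read from the data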
M5 antag: CHRM5 antagonism in calcium assay; CHO-hM5 cells, Fluo-8 calcium fluorescence, ACh EC80; actives 0.59% (n = 360,000); inhibition, % at 3 µM; P08912; AID 624040;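 active = inhibition above a per-plate cutoff, the mean of that plate's test compounds plus 3 SD, cut at about 27% in these data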;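 note: 0% = acetylcholine EC80 with DMSO and 100% = DMSO without agonist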
TAAR1 agonist: human TAAR1 agonism; actives 0.99% (n = 360,000); AID 624467; activation, % at 3 µM; Q96RJ0; CHO RD-HGA16 TAAR1, Fluo-8 calcium fluorescence; vehicle wells 0%, saturating PEA agonist 100%;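 active = activation above the mean activation of all test compounds in the run plus 3 SD, cut at about 38% in these data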
Target sequence (Q96RJ0 whole entry, looked up): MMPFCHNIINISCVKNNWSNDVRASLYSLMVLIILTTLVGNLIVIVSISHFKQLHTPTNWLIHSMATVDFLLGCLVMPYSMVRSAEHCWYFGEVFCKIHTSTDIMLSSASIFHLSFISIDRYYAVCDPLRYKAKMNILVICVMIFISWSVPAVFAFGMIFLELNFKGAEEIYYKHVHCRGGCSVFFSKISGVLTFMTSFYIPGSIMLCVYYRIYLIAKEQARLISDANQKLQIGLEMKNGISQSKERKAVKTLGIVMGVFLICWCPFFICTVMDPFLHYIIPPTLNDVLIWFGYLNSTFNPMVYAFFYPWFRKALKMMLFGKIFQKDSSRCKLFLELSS
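System: CHO-derived RD-HGA16 cells with stable Gα16 and human TAAR1 / Times: 17-24 h plating, Fluo-8 75 min 37 °C, 30 min RT / Technique: calcium-sensitive Fluo-8 signal, excitation 470-495, emission 515-575 nm / Measure: % activation relative to PEA EC100 response / Benchmarks: DMSO and PEA EC100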
CRFBP-R2 agonist: agonists of human CRF-binding protein/CRF-R2 receptor complex; HEK293 CRF-R2/CRF-BP, calcium dye fluorescence (FLIPR); percent of saturating CRF peptide response; activation, % at 13.2 µM; actives 0.46% (n = 350,000); AID 588473;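 active = activation of at least 50%, plus an integration ratio under a set limit after plate pattern correction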;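 note: plate controls were neutral control wells without compound for no effect and CRF at EC100 for full effect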
CHO-K1 Ca PAM: M1 PAM counterscreen hit in parental CHO-K1 cells | actives 0.02% (n = 360,000) | ATP EC20, Fluo-8 calcium fluorescence; 0% at ATP EC20, 100% at ATP max | activation, % at 3 µM | AID 602247;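 active = activation above the run cutoff, the mean activation of all test compounds plus 3 SD, cut at about 40% in these data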;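 note: peak over basal fluorescence ratio in a 140 s read after ATP addition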
TAAR1 antag: antagonists of human TAAR1; inhibition, % at 3 µM; CHO RD-HGA16 TAAR1, Fluo-8 calcium fluorescence, antagonist; Q96RJ0; actives 1.5% (n = 360,000);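 active = inhibition above a per-plate cutoff, the mean inhibition of test compounds on that plate plus 3 SD, cut at about 49% in these data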;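 note: 0% = DMSO plus EC80 beta-PEA response and 100% = DMSO alone without agonist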
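System: RD-HGA16 CHO cells with stable hTAAR1 and Gα16 | Probe or stimulus: EC80 β-phenethylamine stimulus | Dosing: 3 µM, single point | Times: Dye loading 75 min at 37 °C, then 30 min room temperature | Measured by: Fluo-8 calcium-sensitive fluorescence | Read-out basis: % inhibition of agonist calcium response | Replicates: n of 1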
M4 PAM: potentiates acetylcholine response at human M4 receptor; P08173; CHO-K1 hM4/Gqi5, Fluo-8 calcium fluorescence, ACh EC20; 0% = ACh EC20, 100% = maximal ACh; activation, % at 3 µM; actives 0.4% (n = 360,000);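 active = activation above its plate's cutoff, the mean activation of sample wells plus 3 SD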; note: some results filed as inactive read as strong as hits
The depositor's hits bear a star; x = no result given.

SMILES	M5 ag	M5 PAM	CRFR2-BP antag	M5 antag	TAAR1 agonist	CRFBP-R2 agonist	CHO-K1 Ca PAM	TAAR1 antag	M4 PAM
COc1ccc2cc(C(c3nnnn3C3CCCC3)N3CCc4ccccc4C3)c(=O)[nH]c2c1 (stereo not given)	0	3	-5	-3	46*	2.5	13	-2	6
COc1ccccc1-c1nn(Cc2ccccc2)cc1C(=O)NCC(c1ccco1)N1CCCC1 (stereo not given)	-8	5	-1	5	10	1.5	-3	1	-1
Cc1ccccc1N1CCN(Cc2nc(Cc3ccccc3F)no2)CC1	-7	-2	10	5	-4	-1.0	12	12	-2
COc1ccccc1NS(=O)(=O)c1ccc2[nH]c(=S)oc2c1	0	2	11	11	1	-0.6	9	-3	3
O=C(Nc1ccc(Br)cn1)c1ccc(COc2c(F)c(F)cc(F)c2F)o1	1	9	-13	0	2	0.1	3	-18	1
Cn1nc(C(C)(C)C)cc1NC(=O)Nc1ccc(Cl)cc1	1	-7	-7	10	5	-2.5	-13	4	-5
CC(C)C(=O)Nc1ccc(NC(=O)c2ccccn2)cn1	-1	3	19	-7	3	0.1	19	18	1
COc1ccc2c(c1)c(/C=C/c1cc[n+](C)cc1)cn2C	1	3	-4	1	2	30	4	1	-1
S=c1[nH]nc(-c2ccc(Br)cc2)n1-c1ccc(Br)cc1	8	0	27	-8	1	-4.1	-7	21	0
CC1CCN(CCCNC(=O)c2ccc(CS(=O)(=O)Cc3ccc(Cl)cc3)o2)CC1	-5	-1	-4	8	3	0.3	16	-5	-7
COc1ccc(NC(=O)N(C)C[C@H]2Oc3c(NC(=O)C4CC4)cccc3C(=O)N([C@H](C)CO)C[C@@H]2C)cc1	4	7	0	-2	8	-1.2	4	-11	5
Cc1[nH]c(=O)[nH]c(=O)c1/C=N/NC(=O)[C@H](C)N	-1	-8	1	15	-3	-0.1	22	11	-1
Fc1ccc(-c2nc3c4ccccc4ccn3c2Cc2cccc(Cl)c2)cc1	-2	-6	x	1	7	x	7	-5	3
CCOc1ccc(C(C(=O)NC2CCCC2)N(Cc2ccccc2)C(=O)c2nsc(Cl)c2Cl)cc1 (stereo not given)	-3	-11	0	10	-2	4.9	-4	15	-15
C/C(=N\NC(=O)c1ccc(CN2CCc3ccccc3C2)cc1)c1ccccc1O	-2	-14	-113	6	16	2.3	7	38	-10
CCCCCCCc1nc2nc(C)c(Br)c(=O)n2[nH]1	6	2	15	8	8	-2.5	15	-23	7
COc1ccc(N2C(=O)CCC(C(=O)N(C)C3CCCCC3)C2c2ccc(OC)c(OC)c2)cc1 (stereo not given)	x	x	-6	x	9	0.4	x	-1	x
O=C(CCC(=O)c1ccccc1)Nc1ccc(C(=O)O)cc1	5	4	-8	-14	1	-0.6	1	2	-2
C=CC(=O)N1C/C(=C/c2ccc(F)cc2)C(=O)/C(=C\c2ccc(F)cc2)C1	8	6	-32	4	3	-0.2	21	-13	-6
CCOC(=O)Cn1c(CN2CCN(C(=O)c3ccco3)CC2)nc2c1c(=O)n(C)c(=O)n2C	-2	-3	-6	3	1	0.7	-16	-10	-2
CC(C)(C)OC(=O)NOCC(=O)N(Cc1ccccc1)CC(O)COc1ccccc1 (stereo not given)	1	-13	-10	8	24	0.3	-8	17	2
COc1ccc(N2CCN(c3ccc4nnc(CCC(=O)Nc5ccc(C)cc5)n4n3)CC2)cc1	3	-7	-17	1	2	2.8	35	-16	2
CCOC(=O)N1CCN(S(=O)(=O)/C=C/c2ccccc2)CC1	1	-1	9	-2	16	-1.7	19	6	-3
Cc1cc(C)nc(NC(=O)Cc2ccc([N+](=O)[O-])cc2)c1	-2	2	10	-7	1	-2.1	20	-11	12
O=C(OCC(=O)c1c[nH]c2ccccc12)c1ccco1	-4	3	3	2	28	0.6	15	-23	14
O=C1c2ccccc2C(=O)c2c1cccc2N1CCN(Cc2ccccc2)CC1	-4	-13	3	6	x	0.3	2	x	-10
Cn1c(SCC(=O)N2CCCC2)nc2cccnc21	2	3	19	-3	2	-1.4	18	4	2
COc1ccc(OC)c(S(=O)(=O)NC(N)=NCCc2ccccc2)c1	-1	-2	11	5	0	-0.7	9	-5	-2
Nc1cc(Oc2cccnc2)cc([N+](=O)[O-])c1	-2	3	-4	12	0	-1.6	13	-13	3
COc1cccc(NC(=O)CSc2nc3ncc(Br)cc3[nH]2)c1	6	-3	4	-4	6	-0.1	12	19	-4
CC(=O)Nc1ccc(NCc2ccc(C)s2)cc1	-1	0	2	3	3	1.0	14	-2	-2
Fc1ccc(Oc2nc(-c3ccccn3)nc3ccccc23)cc1	5	17	4	-3	1	-0.1	-18	-29	1
COc1ccc(NC(=O)c2cnc3sccn3c2=O)cc1	-5	3	-1	3	6	-1.7	13	2	-2
CCCC(=O)Nc1cc(-c2nc3ncccc3o2)ccc1C	-1	4	-10	-12	10	-0.3	10	15	18
CC[C@]12c3[nH]c4cc(CCC(=O)N(C)C)ccc4c3CCN1C(=O)[C@@H](CC(=O)NCCCOC)C[C@@H]2C(=O)N1CCN(C(=O)c2ccco2)CC1	0	-1	20	1	0	0.2	18	0	0
O=c1ccc2c(-c3ccccc3)c3ccc(O)cc3oc-2c1	797*	-26	-124	86*	673*	178*	-11	105*	-23
COc1ccc(CNC(=O)CNC(=O)c2ccc(Br)o2)cc1OC	-2	-6	-6	9	6	-0.5	-11	-18	2
N#CCCN(C(=O)COC(=O)c1cccc(S(=O)(=O)N2CCCC2)c1)c1ccc(F)cc1	-3	-7	-1	16	5	-0.4	2	-33	0
CCN(CC)c1ccc(C(=O)NNC(=O)CN2C(=O)NC(C)(c3ccccc3)C2=O)cc1 (stereo not given)	1	-1	-5	3	2	-0.2	2	-9	1
O=C1CC(N2CCN(C/C=C/c3ccccc3)CC2)C(=O)N1Cc1cccs1 (stereo not given)	-10	-33	4	39*	11	1.1	16	-13	-24
COc1ccccc1C1/C(=C(/O)c2ccc(C)cc2)C(=O)C(=O)N1CC(C)O (stereo not given)	-1	3	-4	-7	3	0.5	9	11	-2
CCCNS(=O)(=O)c1ccc(NC(=O)c2cccnc2)cc1	-4	5	13	-2	21	-0.1	25	5	-8
CCOCCCNC(=O)C(c1ccc(Cl)cc1)N(Cc1cccs1)C(=O)c1ccccn1 (stereo not given)	6	-14	7	13	18	-1.1	-9	71*	-14
COc1ccccc1NC(=O)c1cc2c(s1)-c1ccccc1S(=O)(=O)C2	-5	-8	2	5	7	-1.6	25	38	-16
N[C@@H](Cc1ccc(O)cc1)c1nnc([C@H](CO)NC(=O)C2CCNCC2)o1	5	-1	-3	10	1	0.3	19	5	1
COc1ccccc1CNC(=O)c1ccc2c(=O)n(CC3CCCO3)c(=S)[nH]c2c1 (stereo not given)	-2	2	-12	8	10	-0.4	10	3	-6
Cn1c(C(=O)N(Cc2ccccc2)Cc2ccccn2)cc2sccc21	1	-17	-10	2	13	-3.4	22	30	-8
CN1C(=O)C(O)(CC(=O)c2cccc(-n3cccc3)c2)c2ccccc21 (stereo not given)	5	5	-26	1	9	-1.5	-10	25	-2
C/C(CC(=O)Nc1ccccc1Cl)=N\NC(=O)C(=O)NCCO	1	4	10	1	1	-0.1	0	-35	-2
CCOc1cccc2cc(C(=O)NCc3ccc(C)cc3)c(=N)oc12	-4	10	22	-5	-1	1.8	3	-2	9
Cc1ccc(/C=N/NC(=O)c2ccncc2)s1	-1	3	-6	4	2	-1.3	-19	-8	-4
Cc1cccc2c(C(=O)N3CCN(C(=O)c4ccco4)CC3)cc(-c3cccc(Br)c3)nc12	1	16	-19	4	0	1.0	12	10	-3
NC(=O)Cn1c(=O)n(CCC(=O)NCCSCc2ccccc2)c(=O)c2ccccc21	0	9	4	-8	1	0.2	16	-18	1
FC(F)(F)Oc1ccc(-c2cn3cccnc3n2)cc1	0	-5	-7	14	-1	-4.0	-11	-21	-11
CCn1c2c(c3cc(Br)ccc31)CCC/C2=N\O	-3	-5	-28	-1	8	-0.1	8	-19	8
CCN(CC)C(=O)Cn1cnc2sc(C(=O)N3CCN(Cc4ccc5c(c4)OCO5)CC3)c(C)c2c1=O	2	-1	-18	-15	0	-1.6	13	-8	-9
CCc1nc2ccc(C(=O)NCCc3c[nH]c4ccccc34)cn2c1N(C)Cc1ccc(N(C)C)cc1	0	-9	x	9	4	x	-1	32	-11
CN1CCN(c2ccccc2NC(=O)C(Cc2ccccc2)n2cccc2)CC1 (stereo not given)	-2	-3	-21	1	14	2.0	16	-3	-13
Cc1cccc(-c2nnc(SCc3ccccc3)o2)c1	-7	5	5	-1	6	-0.5	5	9	2
C=CCn1c(COc2ccc(Cl)cc2)nnc1SCC(=O)c1c(N)n(C)c(=O)n(C)c1=O	-1	3	-5	-6	5	0.0	12	3	1

Arranged by heavy-atom count (descending): part of the list above
SMILES	M5 ag	M5 PAM	CRFR2-BP antag	M5 antag	TAAR1 agonist	CRFBP-R2 agonist	CHO-K1 Ca PAM	TAAR1 antag	M4 PAM
CCc1nc2ccc(C(=O)NCCc3c[nH]c4ccccc34)cn2c1N(C)Cc1ccc(N(C)C)cc1	0	-9	x	9	4	x	-1	32	-11
Cc1cccc2c(C(=O)N3CCN(C(=O)c4ccco4)CC3)cc(-c3cccc(Br)c3)nc12	1	16	-19	4	0	1.0	12	10	-3
C=CCn1c(COc2ccc(Cl)cc2)nnc1SCC(=O)c1c(N)n(C)c(=O)n(C)c1=O	-1	3	-5	-6	5	0.0	12	3	1
NC(=O)Cn1c(=O)n(CCC(=O)NCCSCc2ccccc2)c(=O)c2ccccc21	0	9	4	-8	1	0.2	16	-18	1
Cc1cccc(-c2nnc(SCc3ccccc3)o2)c1	-7	5	5	-1	6	-0.5	5	9	2

Later entries
SMILES	M5 ag	M5 PAM	CRFR2-BP antag	M5 antag	TAAR1 agonist	CRFBP-R2 agonist	CHO-K1 Ca PAM	TAAR1 antag	M4 PAM
CC(=O)N1CCN(c2ccc(NC(=O)c3cc4ccccc4o3)cc2)CC1	0	-4	8	1	7	-3.6	8	-13	4
Cc1ccc(C)c(N(C(=O)CNC(=O)c2ccco2)C(C(=O)NC2CCCC2)c2ccncc2)c1 (stereo not given)	-1	3	-4	5	1	0.3	3	-6	-3
CCN(C(=O)CN1CCN(c2ccccc2)CC1)c1c(N)n(Cc2ccccc2)c(=O)[nH]c1=O	-2	3	-2	10	1	1.3	9	-4	3
Cn1cc(CN2CCCCC2C(=O)Nc2ccc(-n3cccn3)cc2)cn1 (stereo not given)	-7	-7	-17	27*	0	1.6	4	-5	0
O=C(Nc1ccccc1)c1ccc(=O)n(Cc2ccc(F)c(F)c2)c1	6	-1	-32	-6	13	2.1	18	-29	-2
Cc1ccc2nc(Cl)c3cc(C(=O)NCCCN4CCCC4)sc3c2c1	-4	-12	23	14	0	1.7	-12	6	9
CC1CCN(C2=NC(=O)/C(=C/c3ccc(O)cc3)S2)CC1	-11	-9	16	9	10	1.0	3	3	1
